Screening data (PubChem BioAssay)
Apaf-1 inh = inhibitors of human Apaf-1 apoptosome | O14727 | reconstituted apoptosome caspase-3 activity, DEVD-Rh110 fluorescence | inhibition, % at 20 µM | actives 0.71% (n = 330,000); active = inhibition of at least 40% at 20 µM;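 note: plate controls were DMSO wells for no effect and DEVD-CHO caspase inhibitor wells for full effect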
Target sequence (O14727 whole entry, looked up): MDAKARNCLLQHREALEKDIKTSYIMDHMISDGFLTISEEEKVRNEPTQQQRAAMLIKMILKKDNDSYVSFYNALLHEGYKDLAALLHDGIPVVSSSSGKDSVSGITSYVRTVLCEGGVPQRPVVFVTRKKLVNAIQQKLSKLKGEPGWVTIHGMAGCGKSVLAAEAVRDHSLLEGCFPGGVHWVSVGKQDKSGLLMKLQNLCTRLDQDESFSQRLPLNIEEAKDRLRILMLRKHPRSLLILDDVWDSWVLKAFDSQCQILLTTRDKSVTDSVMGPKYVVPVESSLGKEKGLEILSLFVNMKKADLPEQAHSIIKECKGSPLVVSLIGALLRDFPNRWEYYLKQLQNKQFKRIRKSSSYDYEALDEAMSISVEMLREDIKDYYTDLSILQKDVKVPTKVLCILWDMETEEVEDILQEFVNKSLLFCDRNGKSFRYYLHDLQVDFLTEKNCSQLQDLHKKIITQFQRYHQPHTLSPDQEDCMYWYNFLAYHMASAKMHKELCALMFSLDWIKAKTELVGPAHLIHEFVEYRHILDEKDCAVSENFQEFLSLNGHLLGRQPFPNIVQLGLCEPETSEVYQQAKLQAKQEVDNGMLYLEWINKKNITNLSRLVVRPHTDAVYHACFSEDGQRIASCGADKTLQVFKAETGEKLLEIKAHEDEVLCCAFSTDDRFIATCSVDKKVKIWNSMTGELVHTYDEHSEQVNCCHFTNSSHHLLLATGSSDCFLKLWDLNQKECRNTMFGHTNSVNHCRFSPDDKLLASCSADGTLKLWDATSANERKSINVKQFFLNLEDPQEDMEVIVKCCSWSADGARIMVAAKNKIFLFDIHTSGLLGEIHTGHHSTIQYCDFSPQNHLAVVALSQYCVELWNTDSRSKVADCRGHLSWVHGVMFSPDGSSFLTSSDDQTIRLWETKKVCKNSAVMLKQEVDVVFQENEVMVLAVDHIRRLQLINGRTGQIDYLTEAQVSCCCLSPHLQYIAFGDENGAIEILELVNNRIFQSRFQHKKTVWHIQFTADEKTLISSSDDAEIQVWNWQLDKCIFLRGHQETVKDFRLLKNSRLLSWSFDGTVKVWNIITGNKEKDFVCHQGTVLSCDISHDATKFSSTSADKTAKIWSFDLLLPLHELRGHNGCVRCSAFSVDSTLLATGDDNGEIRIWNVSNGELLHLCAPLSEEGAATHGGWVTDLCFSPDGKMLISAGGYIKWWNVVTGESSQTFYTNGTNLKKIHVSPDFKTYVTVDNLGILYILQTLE
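System: reconstituted apoptosome with Apaf-1, cytochrome c, caspase-9, procaspase-3, dATP; Signal: Rh110 fluorescence intensity; Schedule: 30 min compound preincubation, 50 min activation, room temperature; Reagent: cytochrome c trigger plus (Z-DEVD)2-Rh110 caspase-3 substrate.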
SENP8 inh = blocks the human protease SENP8; Q96LD8; actives 1.2% (n = 330,000); purified SENP8, Z-RLRGG-aminoluciferin cleavage, luminescence; AID 2540; inhibition, % at 10 µM
HKDC1 inhibitor = HKDC1 (human) hexokinase inhibition. actives 0.16% (n = 340,000). inhibition, % at 20 µM. recombinant HKDC1, G6PDH/diaphorase resazurin coupled fluorescence. Q2TB90;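 active = inhibition above about 35% when tested at 20 µM, limit read from the data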;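 note: plate controls were DMSO wells with enzyme for no effect and DMSO wells lacking enzyme for full effect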
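Test system: HK5 enzyme. Quantity: 5 µg/mL HK5 final. Reagent: glucose and ATP substrates. Schedule: 90 min reaction incubation at room temperature, dark. Technique: resazurin-to-resorufin fluorescence via G6PDH and diaphorase coupling, 525/613 nm. Control set: DMSO wells with and without enzyme mix.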
Gli-Sufu antag = antagonists of Gli-Sufu signaling | Sufu-KO-LIGHT fibroblasts, Gli luciferase reporter luminescence | inhibition, % at 5 µM | actives 0.74% (n = 340,000) | AID 588413;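 active = inhibition above about 55%, limit read from the data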;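 note: 0% = DMSO-treated cells and 100% = wells with medium but no cells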
UBC13 inh = inhibitors of human UBC13 polyubiquitin chain formation; AID 485273; actives 0.47% (n = 330,000); TR-FRET; inhibition, % at 20 µM; P61088; in the data active = inhibition above about 45%, passing the limit was not always enough
697 NFkB inh = lowers PMA/ionomycin-induced NF-kB signal in 697 B cells. 697 B-cell NF-kB luciferase reporter, 16 h. inhibition, % at 4 µM. actives 0.33% (n = 330,000). AID 435022; in the data active = inhibition above about 35%
Jurkat NFkB inh = inhibitors of the PMA/ionomycin-induced NF-kB reporter in Jurkat cells; PMA/ionomycin-induced NF-kB luciferase reporter, luminescence; inhibition, % at 4 µM; actives 0.53% (n = 330,000)
SENP7 inh = SENP7 protease inhibition; inhibition, % at 5 µM; recombinant SENP7, Z-RLRGG-aminoluciferin luminescence, 40 min; actives 1.5% (n = 330,000); AID 434973; Q9BQF6;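 active = inhibition above about 50% at the single test dose, limit read from the data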;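 note: plate controls were DMSO with enzyme for no effect and no enzyme buffer wells for full effect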
Starred values were filed as active, the others as inactive; · = no result given. Cut-off read from the data, not from the text of the source, unless noted: active = inhibition above about 50%; inactive = the rest.

SMILES	Apaf-1 inh	SENP8 inh	HKDC1 inhibitor	Gli-Sufu antag	UBC13 inh	697 NFkB inh	Jurkat NFkB inh	SENP7 inh
CCOc1ccc(CCNC(=O)CN(C)S(=O)(=O)c2cccc3nsnc23)cc1OCC	2	7	1	8	-3	-3	5	3
Cc1cc(C(=O)N/N=C/c2ccccc2Br)no1	1	-14	-4	-29	4	-18	-17	-1
Cn1c(=N)n(CC(=O)c2ccc(Br)cc2)c2ccccc21	10	1	-3	-56	10	-344	-92	-5
CN(C)c1ccc(N=Nc2ccccc2C(=O)OCC(=O)NCC2CCCCC2)cc1	23	-3	-3	-8	-170	-5	-11	-4
CN(CC(=O)Nc1cccnc1)S(=O)(=O)c1ccc(Br)cc1	0	-10	-8	-6	-3	-9	0	-12
CC(=O)Nc1ccc(S(=O)(=O)Nc2cccc(-c3cn4c(n3)SCC4)c2)cc1	-19	1	-9	-2	4	10	12	2
CC(OC(=O)CNS(=O)(=O)c1ccc(C#N)cc1)C(=O)Nc1ccc(Cl)cn1 (configuration not stated)	7	0	-3	-3	5	14	7	-7
O=C(COc1ccccc1)N1N=C(c2cccnc2)CC1(O)C(F)(F)F (configuration not stated)	-6	-4	-13	-4	10	5	-5	-3
COc1ccc(/C=C(\CC(=O)O)c2nc3ccccc3s2)cc1O	-4	0	6	5	18	-5	-4	2
Cc1ccc(S(=O)(=O)N2CCCCC2)cc1C(=O)NCc1ccccn1	1	-4	2	26	-10	0	7	-4
C/C(=C\c1ccccc1F)C1Nc2cccc3cccc(c23)N1	20	6	19	9	-32	-21	-7	3
O=C(Nc1cccc(-n2cnnn2)c1)c1ccc(OC(F)(F)F)cc1	0	-2	-4	1	3	4	-2	2
N#Cc1ccsc1NC(=O)CCS(=O)(=O)c1ccccc1	-1	4	-7	-13	-2	-21	12	-10
CN(CCc1ccccn1)C(=O)CCc1nnc(CCCc2ccccc2)o1	1	3	-2	3	-4	-79	-66	-5
CCC(Br)C(=O)Nc1ccc(OC)cc1 (configuration not stated)	-13	-5	12	-4	7	-13	2	-1
O=C(CN1C(=O)c2ccccc2S1(=O)=O)c1ccccc1Cl	11	38	·	·	5	54*	23	6
COc1cccc(Oc2cc(Cl)nc(N)n2)c1	2	-13	-3	-3	3	-5	0	4
CCN(CC)CCN(C(=O)Cn1nnc(-c2ccc(C)o2)n1)C(C(=O)NC1CCCC1)c1ccc(F)cc1 (configuration not stated)	3	6	-4	0	11	-1	6	-1
O=C(Nc1ccc(N2CCOCC2)cc1)c1cc(-n2cnnc2)ccc1Cl	0	-11	-11	0	-5	8	-7	14
NC(=O)c1ccc[n+](Cc2ccc(-c3ccccc3)cc2)c1	0	4	-3	4	11	16	13	2
COCCc1ncc(CN2CCC(C(=O)Nc3ccc(-n4cccn4)cc3)CC2)cn1	-16	-3	-5	-1	-3	9	2	1
COc1ccc(/C=N/NC(=O)C(=O)/C=C2\NC3(CCCC3)Cc3ccccc32)cc1	21	6	-3	15	-9	-1	0	2
Cc1ccc(S(=O)(=O)NCCC(=O)NC2CCCCCC2)cc1C	8	4	2	-15	-2	-6	6	5
COc1ccc(Cc2c(Cl)ncnc2Cl)cc1	10	-2	-8	0	4	15	11	6
C=COc1ccc(N2C(=O)c3ccccc3OC2C)cc1 (configuration not stated)	-1	-11	-9	8	-4	-10	-20	15
CCCCn1c(N)c(N(CCC(C)C)C(=O)C2CC(=O)N(c3ccc4c(c3)OCCO4)C2)c(=O)[nH]c1=O (configuration not stated)	-14	-6	-3	3	10	10	19	-10
Cc1csc(Nc2ccc(C(=O)O)cc2)n1	2	-11	-7	-2	-12	-20	-7	-12
O=C(Nc1ccc(Oc2ncnc3cc(Cl)ccc23)nc1)Nc1cccc(C(F)(F)F)c1	-29	3	-4	-11	-1	14	-15	1
O=C(Nc1ccccc1)C1CCCN(S(=O)(=O)c2ccc(-n3cnnn3)cc2)C1 (configuration not stated)	-9	4	-3	2	-2	7	11	-2
CC(=O)N1CCN(C(=O)CSc2cc(C)c(Br)cc2C)CC1	10	-12	-2	4	-2	-3	1	-13
CCC1CCCCN1C(=S)Nc1ccc(S(=O)(=O)Nc2ncccn2)cc1 (configuration not stated)	8	0	-5	-20	-8	-48	-11	-9
CC1(CCc2ccccc2)NC(=O)N(CC(=O)Nc2ccc(OC(F)F)cc2)C1=O (configuration not stated)	11	-11	7	-1	-2	-11	-6	-6
Cc1ccc(S(=O)(=O)/C(C#N)=C/c2c(N3CCC(C(N)=O)CC3)nc3ccccn3c2=O)cc1	-2	4	1	7	3	-24	-5	10
COc1ccc(C2=NOC(C(=O)NCCCN3CCOCC3)C2)cc1 (configuration not stated)	-15	1	-8	1	7	-1	0	-3
NS(=O)(=O)c1ccc(CCNC(=O)CSc2nc3ccccc3c3nc(CCN4CCCCC4)nn23)cc1	0	3	-9	5	-1	2	-14	-3
CC(=O)CC1(C)OC(N)=C(C#N)C1(C#N)C#N (configuration not stated)	-7	0	0	41	12	2	7	-2
CCOC(=O)Cn1c(=O)c2c(nc(Br)n2CC(=O)OCC)n(C)c1=O	-5	-3	-5	5	3	15	-4	-5
O=C(CCc1nnc(Cc2c[nH]c3ccccc23)o1)NCC1CC12CCCCC2 (configuration not stated)	13	-5	-4	17	16	-5	-5	10
CCOc1ccc(C2NC(=O)c3ccccc3O2)cc1OC (configuration not stated)	-12	-16	-1	-6	3	-2	-9	12
COc1ccc(S(=O)(=O)N2CCN(C(=O)c3cc(-c4ccc(Br)cc4)n[nH]3)CC2)cc1OC	11	-1	5	25	5	-5	8	-4
CCCNC(=O)c1nn2c(C(F)(F)F)cc(-c3ccccc3)nc2c1Br	1	-7	0	·	22	0	-1	-5
CC(C)CCOC(=O)/C(=C/c1ccco1)NC(=O)/C=C/c1ccccc1	-1	2	2	3	1	2	13	2
O=C(CNC1CCCCC1)Nc1ccc(Cl)cc1	-2	3	1	-7	5	7	-2	6
CN(C)c1nc(N(C)C)n(C(=O)c2cccs2)n1	-2	-2	-8	-3	2	1	-17	4
Cc1nc2ccc(C(=O)Nc3ccc4nc[nH]c4c3)cc2[nH]1	-1	-5	-4	-5	-13	-7	7	2
Cc1cccc(C(=O)NCCC(=O)Nc2ccc(C#N)cc2)c1	-4	0	-6	28	2	-4	1	1
Cc1cc([N+](=O)[O-])ccc1NC(=O)C1CCCO1 (configuration not stated)	-5	-10	-9	-2	21	13	6	4
COCCn1c(C)cc(C(=O)COC(=O)CCS(=O)(=O)c2ccc(C)cc2)c1C	-2	2	-3	-14	0	20	-2	-2
CN(C(=O)CSC1=NCCS1)c1ccccc1	-9	-1	-9	2	0	16	17	-6
COc1ccc(OC)c(-c2csc(NC(=O)c3ccc(F)cc3)n2)c1	19	-2	2	-3	2	-9	33	10
Cc1ccnc(NS(=O)(=O)c2ccc(NC(=O)CN3C(=O)c4ccccc4S3(=O)=O)cc2)n1	2	-1	2	-2	-7	10	-1	-3
Cc1ccc(Cn2cc(/C=N/NC(=O)Cc3nnc(NC(=O)c4ccc(C)cc4)s3)c3ccccc32)cc1	5	1	-14	-1	-14	5	0	6
Cc1ccc(C)c(N=Cc2cc3c(cc2[N+](=O)[O-])OCO3)c1	35	4	21	-7	-51	-2	-1	6
CCOc1ccc(NC(=O)C[n+]2ccccc2)cc1	2	1	-14	-12	-4	-67	18	-5
CCc1ccc(NC(=O)COC(=O)c2cccs2)cc1	2	11	-4	-14	9	5	5	17
CCCOc1ccc(N2C(=O)CC(N(CCc3ccc(OC)c(OC)c3)C(=S)Nc3ccccc3)C2=O)cc1 (configuration not stated)	11	-3	-9	4	-10	-36	-12	-2
Cc1ccc(-n2c(C)c3c(C)nnc(C)c3c2C)cc1C	9	6	3	30	19	0	2	-3
Oc1c(Br)cc(Br)cc1C=NCc1ccc(F)cc1	23	15	14	-3	-12	-19	-25	10
CSc1ccccc1NC(=O)COC(=O)/C=C/c1ccco1	5	-13	-9	6	6	3	2	6
CCc1nc(SCC(=O)N2CCN(c3ccccc3)CC2)c2oc3ccccc3c2n1	18	3	5	14	17	-8	15	-6
(continued)
SMILES	Apaf-1 inh	SENP8 inh	HKDC1 inhibitor	Gli-Sufu antag	UBC13 inh	697 NFkB inh	Jurkat NFkB inh	SENP7 inh
Cn1c(N)c(S(=O)(=O)N2CCCC2)c(=O)n(C)c1=O	4	-1	-3	3	-8	10	7	-10
CC1(C)CC[C@]2(C(=O)O)[C@H](O)C[C@]3(C)C(=CCC4[C@@]5(C)C[C@H](O)[C@H](O)[C@@](C)(CO)C5CC[C@]43C)[C@@H]2C1 (some centres not stated)	8	-3	-7	-2	-6	22	-1	1
Cc1ccc([N+](=O)[O-])cc1NC(=O)CN1CCCCC1	-8	2	-8	-5	-1	-15	5	0
S=C(NCCCN1CCOCC1)N1CCN(c2cccc(Cl)c2)CC1	2	2	-3	5	-5	6	10	2
CCOC(=O)C1=C(O)C(=O)N(c2ccc(S(N)(=O)=O)cc2)C1c1ccc(OC)cc1OC (configuration not stated)	-8	-11	-3	6	-4	7	11	-9
CCOC(=O)c1c(NC(=O)c2cccs2)sc(C)c1CC	51*	3	1	5	12	-14	0	2
COc1ccc(-n2nc(C(=O)NCC(=O)N3CCCC3)c3ccccc3c2=O)c(OC)c1	9	-3	-2	-21	4	-8	-8	5
Cc1cnc([N+](=O)[O-])n1CCOC(=O)NC(=O)c1c(F)cccc1F	6	-13	3	-32	-16	2	9	-7
Cc1nn(-c2ccccc2)c(C)c1/C=N/n1c(-c2ccccc2Br)n[nH]c1=S	5	-6	5	-13	-23	-19	4	1
Cc1ccc2c(c1)N(CC(=O)O)C(=O)CO2	-2	1	13	4	-12	7	-8	-5
CN1CCN(NC(=S)Nc2ccc(Oc3ccccc3)cc2)CC1	-17	1	-9	-2	4	-19	16	5
COc1ccccc1-c1nnc(SC(C)C(=O)N2CCOCC2)o1 (configuration not stated)	3	15	1	-2	3	15	7	2
Cc1ccc(NS(=O)(=O)c2ccc(OCC(=O)N3CCOCC3)cc2)cc1	-9	-6	-7	6	-3	-7	-1	-12
CC(C)C(NC(=O)C(C)N1C(=O)c2ccccc2C1=O)c1ccccc1 (configuration not stated)	-4	-5	-2	13	5	8	5	-7
Cc1ccccc1OCCCC(=O)Nc1ccc(S(=O)(=O)Nc2onc(C)c2C)cc1	12	-7	2	7	-9	-21	-12	-8
CN(CC(=O)Nc1ccccc1Cl)C(=O)C1CCN(C(=O)c2ccc(Cl)cc2)CC1	1	8	-7	-1	0	-2	10	2
Cc1cc(Br)ccc1NC(=O)CN(C)C(=O)CCSc1ccc(F)cc1	20	-14	3	-5	1	7	-12	-14
Cc1nn(C(=O)N2CCOCC2)c(C)c1C	-5	-8	-3	-2	0	1	4	-1
CC(=O)Nc1ccc(OCC(O)CN2CCN(c3ccc(C)c(Cl)c3)CC2)cc1 (configuration not stated)	2	-1	-8	-2	1	-10	8	0

A draw from above in order of molecular weight, rising:
SMILES	Apaf-1 inh	SENP8 inh	HKDC1 inhibitor	Gli-Sufu antag	UBC13 inh	697 NFkB inh	Jurkat NFkB inh	SENP7 inh
Cc1ccc2c(c1)N(CC(=O)O)C(=O)CO2	-2	1	13	4	-12	7	-8	-5
Cc1ccc(-n2c(C)c3c(C)nnc(C)c3c2C)cc1C	9	6	3	30	19	0	2	-3
NC(=O)c1ccc[n+](Cc2ccc(-c3ccccc3)cc2)c1	0	4	-3	4	11	16	13	2
C/C(=C\c1ccccc1F)C1Nc2cccc3cccc(c23)N1	20	6	19	9	-32	-21	-7	3
Cc1cc(C(=O)N/N=C/c2ccccc2Br)no1	1	-14	-4	-29	4	-18	-17	-1
CCC1CCCCN1C(=S)Nc1ccc(S(=O)(=O)Nc2ncccn2)cc1 (configuration not stated)	8	0	-5	-20	-8	-48	-11	-9
CC(=O)Nc1ccc(S(=O)(=O)Nc2cccc(-c3cn4c(n3)SCC4)c2)cc1	-19	1	-9	-2	4	10	12	2
